# High-throughput results: PubChem, several laboratories
# PDI inh: inhibitors of human PDI, primary screen, biochemical, turbidity, single point, plate reader | AID 588391, 2011 | inhibition, % at 10 µM | Protein disulfide-isomerase (Homo sapiens), P07237 | PDI insulin aggregation turbidity, A650, 90 min | hit rate 0.052% among 350,000;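 active means mean inhibition across replicates of 30% or more, whatever share of single replicates reach that level; inconclusive means mean inhibition below 30% while every single replicate reaches 30%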;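 further: absorbance from insulin aggregation driven by PDI reduction with DTT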
# Target sequence (P07237 whole entry, looked up): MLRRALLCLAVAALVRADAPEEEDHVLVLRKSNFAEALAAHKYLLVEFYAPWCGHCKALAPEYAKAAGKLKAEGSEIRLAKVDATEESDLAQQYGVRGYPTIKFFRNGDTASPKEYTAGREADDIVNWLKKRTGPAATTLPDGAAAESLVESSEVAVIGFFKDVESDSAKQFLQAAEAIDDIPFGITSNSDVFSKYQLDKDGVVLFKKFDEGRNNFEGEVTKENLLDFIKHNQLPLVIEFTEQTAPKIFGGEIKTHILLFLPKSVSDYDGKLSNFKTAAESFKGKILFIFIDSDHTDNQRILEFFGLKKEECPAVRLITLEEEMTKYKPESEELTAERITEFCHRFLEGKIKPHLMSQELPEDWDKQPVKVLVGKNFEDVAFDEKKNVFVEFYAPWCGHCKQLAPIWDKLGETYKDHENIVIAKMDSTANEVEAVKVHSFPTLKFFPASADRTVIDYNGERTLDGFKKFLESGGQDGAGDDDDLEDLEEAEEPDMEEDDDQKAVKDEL
# Vif imaging: HIV Vif self-association inhibitors, primary screen, imaging, HEK293T, single point; HEK293T cells, Vif self-association by quenched fluorescence, 24 h; inhibition, % at 7.49 µM; hit rate 0.35% among 340,000; in the data active means inhibition above about 50%, passing the limit was not always enough; inconclusive means no clear call, values can overlap the other calls; inactive means below about 31%; further: some results filed as inactive read as strong as hits
# ABCB6 inh 2: ABCB6 transporter inhibitors, primary screen, K562-ABCB6 cells, flow cytometry, MLPCN library; ATP-binding cassette sub-family B member 6 (Homo sapiens), Q9NP58; K562-ABCB6 porphyrin accumulation, 1 h; hits give low values; fluorescence ratio to DMSO, % at 10 µM; hit rate 0.19% among 360,000; AID 602162, 2011;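 active means fluorescence ratio to DMSO below 75%, the collection mean minus 3 SD; inconclusive means too few cells collected in the well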;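 further: signal is porphyrin accumulated inside mitochondria; 100% equals median channel fluorescence of DMSO control wells; lower ratio means ABCB6 inhibition with less porphyrin fluorescence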
# aDG glyco act: activators of alpha-DG glycosylation, primary screen, uHTS, Pro5-aDG cells, AlphaScreen; alpha-DG glycosylation AlphaScreen (IIH6); 0% Pro5, 100% B10-LARGE cell signal; hit rate 0.22% among 360,000; activation, % at 10 µM;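 active means activation of at least 8% versus controls, or a plate z-score of at least 8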;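 further: Pro5 are CHO cells carrying HIG-tagged alpha-DG that lacks glycosylation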
# HTR2A ag: mouse Htr2a agonists via beta-arrestin recruitment, primary screen, cell-based, luminescence | activation, % at 7.6 µM | CHO-K1 mHTR2A beta-arrestin complementation; percent of 30 µM serotonin response | AID 624169, 2012 | 5-hydroxytryptamine receptor 2A (Mus musculus), P35363 | hit rate 0.66% among 360,000;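 active means activation above a run cutoff, the mean activation of all tested compounds plus 3 SD, cut at about 14% in these data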;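 further: 0% = plate median of compound wells and 100% = 30 µM serotonin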
# Target sequence (P35363 whole entry, looked up): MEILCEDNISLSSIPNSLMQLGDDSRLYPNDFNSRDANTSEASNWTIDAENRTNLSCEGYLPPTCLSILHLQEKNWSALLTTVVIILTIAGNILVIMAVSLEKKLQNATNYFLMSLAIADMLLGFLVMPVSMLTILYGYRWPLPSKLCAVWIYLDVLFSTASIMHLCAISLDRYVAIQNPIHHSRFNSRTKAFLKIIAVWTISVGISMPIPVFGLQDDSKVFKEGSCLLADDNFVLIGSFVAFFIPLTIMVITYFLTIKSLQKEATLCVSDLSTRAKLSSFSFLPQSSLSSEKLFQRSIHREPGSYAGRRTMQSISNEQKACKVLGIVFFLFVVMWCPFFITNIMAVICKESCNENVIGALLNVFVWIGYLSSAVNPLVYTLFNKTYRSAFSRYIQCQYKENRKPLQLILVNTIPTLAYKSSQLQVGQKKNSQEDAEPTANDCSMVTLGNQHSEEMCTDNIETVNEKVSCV
# Exocytosis inh: LAMP-1 surface exposure blockers, TALL-104 cells – cell-based, flow cytometry, MLPCN library, primary screen | inhibition, % at 10 µM | hit rate 0.66% among 360,000 | TALL-104 LAMP-1 surface exposure; cells stimulated with thapsigargin and PMA | AID 651702, 2012;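 active means inhibition above about 55%, limit read from the data; inconclusive means no clear call, values can overlap the other calls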
# Cardio protect: cardioprotection against H2O2-induced cell death, primary screen, uHTS, H9c2 cells, ATPLite luminescence. H9c2 cardiomyocytes, H2O2 injury protection, 2 h. protection from H2O2 cell death, % at 20 µM. hit rate 0.63% among 360,000;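 active means compounds giving at least 50% protection of heart cells from peroxide-induced death in the single-dose screen, raw or plate-pattern-corrected value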;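 further: 0% = DMSO wells with peroxide and 100% = DMSO wells without peroxide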
# CaV13 ICDI inh: Primary screen for inhibitors of IQ motif and Ca2+-dependent inactivation inhibitor domain binding in CACNA1D, Förster resonance energy transfer in living cells, …; inhibition, % at 12.3 µM; HEK cells, CFP/YFP FRET ICDI-IQ, plate reader, 10 min; percent FRET-ratio fall versus neutral wells; hit rate 0.098% among 340,000;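 active means mean replicate inhibition of at least 30% and at least 1% of replicates passing that level; inconclusive means only one of the two criteria is met; inactive means neither criterion is met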;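 further: 0% = median of the neutral control wells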
# hiPSC survival: enhancers of single-cell hiPSC survival, primary screen, ATPlite luminescence; 100% = ROCK inhibitor wells, 0% = DMSO; survival enhancement, % at 20 µM; hit rate 0.044% among 360,000; in the data active means survival enhancement above about 18%;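 further: cells exposed to compounds for 16 hours before the ATP read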
# Glyco luc inh: increase of ERlucT glycosylation luciferase signal, primary screen, N-linked glycosylation inhibitor project, D54 ERlucT cells, luminescence, set 2; hit rate 0.23% among 360,000; D54 ERlucT glycosylation luciferase reporter, 24 h; percent of 100 nM tunicamycin response; reporter increase, % at 12.5 µM;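 active means mean luciferase reporter signal, scaled so untreated is 0 and the glycosylation-blocking control 100, at or above a set limit in every replicate; inconclusive means mean reaches the limit but not every replicate does; inactive means mean below the limit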;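 further: luciferase carries N-glycosylation sites so blocking glycosylation raises the light; 0% = median of neutral control wells and 100% = median of 100 nM tunicamycin wells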
# An asterisk follows results filed as active; ? = inconclusive; · = no result given.
SMILES,PDI inh,Vif imaging,ABCB6 inh 2,aDG glyco act,HTR2A ag,Exocytosis inh,Cardio protect,CaV13 ICDI inh,hiPSC survival,Glyco luc inh
C#CCN(C[C@H]1[C@H](OC(=O)Nc2c(C)noc2C)[C@H](OC(=O)Nc2c(C)noc2C)C[C@H]2C(=O)N(c3ccccc3)C(=O)[C@@H]12)S(=O)(=O)c1ccc(C)cc1,-2,2,95,0.3,3,-1,-9,-10,1.3,0
N/C(COc1ccccc1)=N\NS(=O)(=O)c1ccccc1,4,9,101,-0.2,-2,1,7,·,-1.4,0
O=C(COc1ccc(Cl)cc1Cl)NCC1(N2CCOCC2)CCCCC1,-1,-4,102,2.8,6,3,-3,-5,0.0,-7
CC(C)(C)c1ccc(Oc2ccc(NC(=O)CCCC(=O)O)cn2)cc1,11,2,99,-0.1,-3,4,-3,-14,1.1,1
CCOC(=O)N1CCC(NC(=O)C2=CCN(S(=O)(=O)c3ccc(OC)cc3)CC2)CC1,-8,-1,99,-0.1,3,-2,-14,-18,2.7,-3
CC(=O)Nc1ccc(S(=O)(=O)NCc2ccc(C(=O)NC(C)c3ccccc3)cc2)cc1 (centres undefined),0,1,82,-0.4,-1,0,4,-9,-1.9,-2
C[C@H]1CN([C@@H](C)CO)C(=O)CCCn2nncc2CO[C@@H]1CN(C)C(=O)Nc1ccc2c(c1)OCO2,-6,3,95,-0.2,3,2,11,-6,14,2
CCN(CC#CCC(O)(c1ccccc1)C1CCCC1)C(C)C (centres undefined),-2,8,96,-0.2,4,3,0,·,-2.0,-3
COC(=O)c1c(NC(=O)COC(=O)c2ccc(C)s2)sc2c1CCCCC2,20,42,97,-0.3,1,0,-8,-4,-1.5,0
CCOC(=O)C(N)CSC1CC(=O)N(c2ccc(OC)cc2)C1=O (centres undefined),-4,6,103,-0.1,2,0,2,-2,-0.6,1
CCOc1ccc(CCNC(=O)Nc2cccc(OC)c2)cc1OCC,1,-10,97,0.1,3,0,-7,-3,-0.5,1
CCCCCc1cc(=O)c2ccccc2o1,-3,-3,98,0.0,0,-2,1,-5,1.9,-3
CCOC(=O)c1c(-c2ccc(C)cc2)csc1NC(=O)CCN1CCOCC1,-3,-2,98,0.0,-4,-3,2,·,0.7,-6
COc1cccc(NC(=O)c2cc(-c3cccnc3)nc3c(Cl)cccc23)c1,0,-7,97,-0.3,3,-1,21,-3,0.8,-1
CC(=O)Nc1ccc(S(=O)(=O)N2CCC(C(N)=O)(N3CCCCC3)CC2)cc1,-6,4,100,-0.2,1,-8,-6,-3,1.0,0
O=C(Nc1ccncc1)Nc1cccc(F)c1,-6,-2,91,0.0,0,-2,-3,-10,-0.5,3
COc1cc(OC)cc(-c2nc(N)n[nH]2)c1,5,14,97,0.2,1,1,2,-1,0.7,-1
COc1cccc(-n2nc(-c3ccnn3-c3ccc(C)cc3)c(=O)n(C)c2=O)c1,-8,5,110,1.6,1,-3,-2,0,-0.1,-5
c1csc(-c2nnc(-c3ccc(N4CCOCC4)cc3)o2)c1,1,3,103,0.1,-1,2,-10,-4,-1.9,-14
Cc1cc(C)cc(NS(=O)(=O)c2ccc3[nH]cc(C(=O)N4CCc5ccccc54)c(=O)c3c2)c1,5,-9,97,0.1,0,-5,-7,-6,1.1,1
c1ccc(Cc2ccc(OCCn3ccnc3)cc2)cc1,-7,-10,95,0.4,5,21,-13,-19,0.2,-2
CC1=C(C(=O)OCC(C)C)[C@]23C(=O)c4ccccc4[C@@]2(O1)OC(N)=C3C#N,-8,17,100,0.0,3,2,15,-4,-3.5,-3
CN=c1sc2ccccc2n1CC(O)COCc1ccco1 (centres undefined),2,3,95,1.0,-3,1,12,·,-1.3,-3
COc1ccccc1OCC(=O)NCC1CCCN(C(=O)c2cccc(C)c2)C1 (centres undefined),-3,0,94,-0.2,5,-8,0,-5,-0.7,-1
CCOc1cc(/C=N/Nc2ccccc2Cl)ccc1OCC(=O)O,2,1,98,-0.2,-1,2,4,-5,0.1,5

# As entered above.
# `CCOC(=O)c1c(-c2ccc(C)cc2)csc1NC(=O)CCN1CCOCC1` – Vif imaging = -2
# `N/C(COc1ccccc1)=N\NS(=O)(=O)c1ccccc1` – aDG glyco act = -0.2

# (list continues)
SMILES,PDI inh,Vif imaging,ABCB6 inh 2,aDG glyco act,HTR2A ag,Exocytosis inh,Cardio protect,CaV13 ICDI inh,hiPSC survival,Glyco luc inh
CC(Sc1nnc2ccccn12)C(=O)Nc1ccc2c(c1)OCO2 (centres undefined),-2,5,86,0.3,-1,-9,5,-9,0.5,0
CCCN1CCN(C(=O)Cn2cccc2C(=O)c2ccccc2)CC1,-6,2,103,-0.2,2,0,5,-5,0.1,3
COc1ccccc1Oc1ccc(S(=O)(=O)N2CCCC2)cc1,-1,1,109,-0.2,0,3,-9,-4,-4.4,3
Cn1c(Cc2c[nH]c3ccccc23)n[nH]c1=S,1,-8,102,0.1,10,-1,-4,-6,3.8,4
CN(C(=O)C1CCC(=O)N(C2CC2)C1)C1CCCCC1 (centres undefined),2,-4,102,0.2,0,8,6,-3,-0.1,0
O=C(CN1C(=O)C2C3C=CC(C3)C2C1=O)Nc1nc(-c2ccccn2)cs1 (centres undefined),12,4,101,0.5,-4,1,51*,·,0.8,3
COc1cccc(/C=C(\C#N)c2nc3ccc(C)cc3[nH]2)c1OCC(=O)O,-1,-3,101,0.0,-3,0,2,-1,-0.1,3
CC(NC(=O)c1ccccc1)C(=O)OCC(=O)N1c2ccccc2Sc2ccccc21 (centres undefined),7,6,88,-0.3,1,0,-3,-3,3.9,-2
Cc1cc(NC(=O)CSc2nnc(COc3ccccc3)n2Cc2ccco2)no1,-13,-4,98,-0.1,-4,-2,3,·,2.5,0
CCC(O)(CCN1CCCCC1)c1ccccc1 (centres undefined),-2,4,97,-0.1,-3,-4,-2,·,0.3,0
COc1ccc(C(C)(C)C)cc1NC(=O)COC(=O)C(C)C,1,1,98,0.0,-4,-2,10,-3,0.2,1
O=C(/C=C/c1ccc(Cl)cc1)NC1CC2CCC1C2 (centres undefined),-1,-5,89,-0.1,1,3,-12,-5,-0.9,2
Cc1cc(SCC(=O)OCC(=O)N2CCN(C(=O)c3ccco3)CC2)c(C)cc1Br,4,0,95,0.1,4,-9,3,-9,1.6,0
CCOC(=O)c1cc(-c2ccccc2)sc1NC(=O)C(C)OC(=O)c1cccnc1Cl (centres undefined),-4,2,90,-0.1,3,2,1,-5,0.3,-6
COc1cc(OC)cc(C2=Cc3ccc(OC)cc3C(CC(C)=O)N2c2ccc(-c3cccs3)cc2)c1 (centres undefined),·,·,98,-0.1,1,-8,·,-5,-0.8,·
Cc1nnc(SCc2cc(=O)[nH]c(=S)[nH]2)s1,6,-3,97,-0.3,16*,1,-1,2,-2.8,2
O=C(CCCN1C(=O)c2ccccc2C1=O)Nc1ccccc1,-5,-11,100,0.0,-2,3,-6,-18,-0.6,6
CCCc1cc(-c2n[nH]c(=S)n2CC)cs1,1,-6,99,0.0,1,-1,-5,-7,1.9,2
O=C(NNC(=O)c1cccc(Br)c1)Nc1ccc(Cl)cc1,-3,1,89,-0.4,7,2,0,-3,0.6,0
Cc1ccc(-n2c(-c3ccc(Br)cc3)c[n+]3c2CCc2ccc4cccnc4c2-3)cc1,-8,-2,87,0.5,5,72*,-19,-5,-2.7,40*
Cc1nc(-c2cccnc2)sc1C(N)=O,2,33,99,-0.1,-1,3,3,-5,5.7,2
COc1ccc(C(CC(=O)N2CCCCC2)C(C)C)cc1 (centres undefined),0,1,96,0.1,-7,0,2,-20,0.0,-1
CCn1c(SCC(=O)N2CCCCC2C)nnc1-c1ccco1 (centres undefined),7,-5,88,0.1,-3,-6,3,-7,-0.5,0
O=C(OCc1cccs1)c1ccccc1NS(=O)(=O)c1ccc2c(c1)OCCO2,-2,2,76,0.1,-6,0,-22,-4,-1.6,-1
COc1ccc(CNC(=O)c2ccc(CS(=O)(=O)c3ccc(C)cc3)o2)cc1,6,-4,100,-0.3,3,-2,0,-3,-0.5,-1
# The listing continues.
SMILES,PDI inh,Vif imaging,ABCB6 inh 2,aDG glyco act,HTR2A ag,Exocytosis inh,Cardio protect,CaV13 ICDI inh,hiPSC survival,Glyco luc inh
O=C(CN(C(=O)Cn1nnc(-c2ccccc2F)n1)c1cccc2c1CCCC2)NCc1ccccc1,11,-14,90,0.3,-3,28,0,-5,-1.0,-2
O=C(NNc1cc(Cl)ccc1Cl)c1cccnc1Cl,4,1,100,-0.5,0,1,7,-9,1.1,1
N#Cc1c(-c2ccc(Cl)cc2Cl)nc2n(c1=O)CCS2,-6,·,98,-0.1,-5,-3,9,-5,0.7,0
Cc1ccnc(NC(=O)CCCNC(=O)c2ccc(Cl)cc2)c1,-1,0,101,0.3,7,-6,-8,-6,0.1,1
CN(C)S(=O)(=O)c1ccc(C(=O)OCC2CCCO2)cc1 (centres undefined),5,-10,99,-0.2,-1,10,8,-2,-0.4,4
COc1ccc(C2C(C#N)=C(N)OC3=C2C(=O)CCC3)cc1Cn1nc(C)c([N+](=O)[O-])c1C (centres undefined),-2,11,106,-0.1,0,2,-1,·,4.4,-1
CCOC(=O)c1c(C)[nH]c(C(=O)COC(=O)CN2C(=O)C3CCCCC3C2=O)c1C (centres undefined),-15,-15,99,-0.3,5,3,17,-7,0.4,3
COc1ccc(C2NC(=O)N(C)C(C)=C2[N+](=O)[O-])cc1 (centres undefined),-1,-3,99,-0.2,-1,-3,5,-5,-0.3,1
CC(C)S(=O)(=O)N1CCN(c2ccnc3cc(Cl)ccc23)CC1,5,-4,95,-0.1,2,-6,1,-5,-0.3,-4
O=C(NCCn1cc(SCc2ccccc2)c2ccccc21)c1c(F)cccc1F,·,-10,?,0.1,-12,19,-16,-8,-0.1,-4
O=c1[nH]c(=S)[nH]c2nccnc12,5,4,93,0.1,11,-6,5,-6,0.5,-1
CCN(CC(=O)Nc1ccc(NC(C)=O)cc1)C(=O)c1cccc(S(=O)(=O)N2CCc3ccccc3C2)c1,-2,1,98,0.5,-2,13,-4,-13,-0.1,1
CC1=C(C(=O)NC(C)C)C2(CCC(C)CC2)OC1=O (centres undefined),·,-1,96,-0.1,-2,-2,2,-6,1.6,0
Cc1ccc(NC(=O)c2sc3ncn(CC(=O)N4CCN(c5ccccn5)CC4)c(=O)c3c2C)cc1Cl,-12,-8,98,0.8,6,21,-4,-15,0.1,-3
COc1ccccc1NC(=O)Nc1nc(C(N)Cc2ccc(C(F)(F)F)cc2)cs1 (centres undefined),-1,6,97,0.6,5,8,-24,-9,-3.5,-10
Cc1ccc(NC(=S)N2CCN(c3ccccc3F)CC2)c(C)c1,-8,3,105,0.0,-7,-2,-4,-3,0.2,0
